ALOX12 inh – ALOX12 (human) lipoxygenase inhibition; 580,000 compounds, 1.1% hits; purified 12hLO, xylenol orange hydroperoxide absorbance; Potency, µM (titrated, usually from 108 µM), without a hit: at the highest dose activity change, negative = inhibition, usual class: inhibitors; P18054; active = well fitted inhibition curve with a large enough effect; inconclusive = small, poorly fitted or top-dose-only effect, or another doubt; inactive = no such curve, though single readings can be large or run the other way
Target sequence (P18054 whole entry, looked up): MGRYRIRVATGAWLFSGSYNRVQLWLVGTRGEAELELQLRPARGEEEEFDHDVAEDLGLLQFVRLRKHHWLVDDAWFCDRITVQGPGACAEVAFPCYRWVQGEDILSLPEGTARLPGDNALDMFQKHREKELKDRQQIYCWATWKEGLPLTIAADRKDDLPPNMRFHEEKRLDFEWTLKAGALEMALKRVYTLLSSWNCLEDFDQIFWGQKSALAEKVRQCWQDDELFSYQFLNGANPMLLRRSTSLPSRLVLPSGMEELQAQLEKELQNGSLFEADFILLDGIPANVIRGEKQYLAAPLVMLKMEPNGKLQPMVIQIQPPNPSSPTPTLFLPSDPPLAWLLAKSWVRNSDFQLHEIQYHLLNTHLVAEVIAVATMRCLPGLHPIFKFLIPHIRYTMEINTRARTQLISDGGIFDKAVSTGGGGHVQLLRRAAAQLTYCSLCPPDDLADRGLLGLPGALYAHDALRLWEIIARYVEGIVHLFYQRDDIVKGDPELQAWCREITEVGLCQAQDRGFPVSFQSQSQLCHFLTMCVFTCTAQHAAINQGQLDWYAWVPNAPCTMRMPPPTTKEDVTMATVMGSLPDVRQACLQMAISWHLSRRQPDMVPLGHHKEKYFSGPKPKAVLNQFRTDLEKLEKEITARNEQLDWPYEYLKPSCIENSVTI
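Hydroperoxide product was detected by ferrous iron/xylenol orange as the 573 to 405 nm absorbance ratio. Arachidonic acid at 40 uM (final) was turned over for 30 min at room temperature by 150 nM human 12hLO, pH 7.0 Hepes buffer, after 15 min compound preincubation.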
Active calls of the source: *; ? = inconclusive; [ ] = another dose, or the depositor's remark. % is set by controls: 0 for no effect and ±100 for the full control effect; potency is the fitted concentration of half-maximal effect. An excerpt, so the mix of outcomes need not match the whole.

mol	ALOX12 inh
Cc1n[nH]c(C)c1CNC(=O)C1Cn2cccc2C(=O)N1Cc1ccccc1 (centres undefined)	30.5%
COC(=O)c1cc2c(c3c4cc(C#N)ccc4n(S(=O)(=O)c4ccc(C)cc4)c13)C(=O)N(C)C2	-26.4%
Cc1ncc2c(c1CNC(=O)c1ccc3c(c1)OCO3)CCN(C(=O)c1scc3c1CCCC3)C2	5.0%
Cc1noc2c(NC3CCC(O)CC3)cc(-c3ccc(F)cc3)nc12 (centres undefined)	?
C[C@H](CCC(=O)O)[C@H]1CCC2C3CC[C@@H]4C[C@H](O)CC[C@]4(C)C3CC[C@@]21C (some centres undefined)	1.4%
NCc1cccc(-c2cc(C(F)(F)F)ccc2Cl)c1	?
CCCCN1CCC(CNC(=O)c2c3n(c4ccccc24)CCCO3)CC1	?
COc1ccc(CNC(=O)NC2CCc3nn(CC4CC4)c(=O)n3CC2)cc1 (centres undefined)	-3.6%
CS(=O)(=O)N1C[C@@H]2OCC(=O)N(CC3CC3)[C@@H]2C1	8.7%[176 µM]
Cc1ccc(-c2noc(-c3nnn4c3COC(c3ccc(Cl)cc3)C4)n2)cc1 (centres undefined)	23.0%
Cc1ccc(CNC(=O)N2CCCC(Cn3cnc4cccnc43)C2)cc1 (centres undefined)	9.4%
CCN1c2cc(C(=O)Nc3cccc(OC(F)(F)F)c3)ccc2C(=O)N2CCCCCC21 (centres undefined)	1.1%
CO[C@H]1[C@H](NC(=O)c2cc3ccccc3n2C)c2ccccc2C12CCNCC2	26.4%
O=C(c1cccs1)N1CCC2(CC1)N=C(c1ccc(Cl)cc1)NO2	?
COc1cccc(C(=O)NC(C(=O)N2CCCCC2)C2CCN(C(=O)c3ccc(Cl)cc3)CC2)c1 (centres undefined)	22.1%
O=C1CC(c2ccccc2)N(Cc2ccncc2)CCCN(C(=O)c2ccco2)CCN1 (centres undefined)	13.1%
O=C1[C@@H]2C[C@@H](CN2C(=O)C2CCOCC2)Oc2ccccc2N1Cc1ccccn1	?
O=C(c1ccccn1)N1CCCC(c2noc(COc3ccccc3)n2)C1 (centres undefined)	60.5%[activator]
COC1CCOC2(CCN(C(=O)c3cccnc3)CC2)C1 (centres undefined)	32.2%[activator]
COCCNC(=O)[C@@H]1C[C@H](Oc2ccccc2)CN1C(=O)c1ccc(OC)c(F)c1	-7.6%
Cc1cc(C(=O)Nc2cnn(C(C)(C)C(=O)NCc3ccco3)c2)c(C)o1	?
Cc1noc(-c2cccn3c(CNC(=O)CCc4ccccc4)nnc23)n1	60.3%[activator]
COc1cccc(CNC(=O)c2c(OC)cc(=O)n3c2CCN(C(=O)c2ccc(C)nc2)CC3)c1	-4.6%
CC(C)c1ccc(CN2CCC3OCCN(c4ccccc4)C(=O)C3C2)cc1 (centres undefined)	1.8%[176 µM]
CCOC(=O)c1cn(C2CN(C(=O)Nc3ccc(F)cc3F)C2)nn1	32.4%[activator]

mol	ALOX12 inh
CNC(=O)CCn1ncc2cc(OCc3ccccc3-c3ccccc3COC)ccc21	1.4%[176 µM]
O=C(NC1CCCCCC1)c1ccc(Cn2ccn3nc4c(c3c2=O)CCCC4)cc1	14.6%
Cn1cnc(S(=O)(=O)N2CCC(CC(=O)NCc3ccccc3)C2)c1 (centres undefined)	18.5%
Cc1ccc(NC(=O)Cn2c(C)cc3nc4n(c(=O)c32)CCCCC4)cc1	-0.5%
O=C(c1ccc(F)cc1F)N1CCC(n2cnnc2C2CC2)CC1	44.4%[activator]
O=C(Nc1cccc(C(F)(F)F)c1)O[C@@H]1CO[C@H]2[C@@H]1OC[C@@H]2NS(=O)(=O)c1cccs1	-6.8%
CCCNC(=O)N1CCCCC1c1n[nH]c(C)n1 (centres undefined)	-8.4%
CC(C)NC(=O)c1ccc2c(c1)C1(CCN(CC3CC3)C1)CN2Cc1ccccc1 (centres undefined)	12.2%[176 µM]
O=C1Nc2ccccc2OCC12CCN(CC1CC1)CC2	-4.7%[176 µM]
CCCNC(=O)N1CCC2(CCC2NC(=O)COC)CC1 (centres undefined)	23.7%
CCCNC(=O)N1CC[C@@H](CC(=O)O)[C@@H](CC2=NCCc3cc(F)ccc32)C1	?
Cc1noc([C@@H]2CC(F)(F)CN2C(=O)COc2ccccc2)n1	42.1%[activator]
O=C(c1nnc(CNCc2cnccn2)n1-c1ccccc1)N1CCC[C@@H]1C(c1ccccc1)c1ccccc1	27.5%
CCNC(=O)NC[C@@H]1C=C(C)[C@H](Cc2nnc(-c3ccccc3F)o2)C[C@H]1C(C)C	?
C[S+](=O)([O-])N1CCN(c2ccc(C=O)cc2)C(=O)C1	5.9%[12.5 µM]
O=Cc1cscc1[B-](F)(F)F	0.0%
CNc1nccc(N2CCC(CC(=O)NCc3cc(OC)cc(OC)c3)CC2)n1	40.4%
CCCC1=Nc2cc(C(=O)NCCc3ccc(C)cc3)ccc2Sc2ccc(C)cc21	3.5%
N#Cc1ccc(CN2CCCC3(Cc4ccccc4NC3=O)C2)cc1 (centres undefined)	6.9%[6.33 µM]
CN1C(c2ccccc2)CC(C)(O)CC1c1ccccc1 (centres undefined)	-6.8%
Cc1oc2c(c1C(=O)NCCN(C)C)CN(C(=O)c1ccncc1)CC2	48.8%
COc1ccccc1C(=O)NC[C@H]1COCc2nc3cc(C)ccc3n21	7.1%[176 µM]
COc1ccc(CCc2nc(C3CC(=O)N(Cc4ccccc4OC)C3)no2)cc1 (centres undefined)	31.2%
CCc1cccc2c(C(CC(=O)NCc3ccco3)c3cccc([N+](=O)[O-])c3)c[nH]c12 (centres undefined)	?
CC(=O)N1C[C@@H]2CCCN3CCC[C@@H]([C@H]23)[C@H]1CCCC(=O)NCCN(C)C1CCCCC1	79.1%[activator]

Brought forward from above: six entries; new compounds follow.
mol	ALOX12 inh
CN1C(c2ccccc2)CC(C)(O)CC1c1ccccc1 (centres undefined)	-6.8%
Cc1oc2c(c1C(=O)NCCN(C)C)CN(C(=O)c1ccncc1)CC2	48.8%
COc1ccccc1C(=O)NC[C@H]1COCc2nc3cc(C)ccc3n21	7.1%[176 µM]
COc1ccc(CCc2nc(C3CC(=O)N(Cc4ccccc4OC)C3)no2)cc1 (centres undefined)	31.2%
CCc1cccc2c(C(CC(=O)NCc3ccco3)c3cccc([N+](=O)[O-])c3)c[nH]c12 (centres undefined)	?
CC(=O)N1C[C@@H]2CCCN3CCC[C@@H]([C@H]23)[C@H]1CCCC(=O)NCCN(C)C1CCCCC1	79.1%[activator]
Cc1ccccc1NC(=O)N1CCOCC1CC(=O)NCc1cccnc1 (centres undefined)	36.2%
N[C@@H]1CC[C@H](C(=O)NCc2csc(N3CCCC3)n2)C1	?
NC(=O)NN=C1CCC(O)CC1CC(=O)O (centres undefined)	-13.7%
CCNc1ncc(C(=O)NC(C)c2cnn(-c3ccccc3C)c2C)cn1 (centres undefined)	25.1%
Nc1nc2c(c(C(=O)N[C@H](c3ccccn3)C3CC(O)C3)n1)CCCC2 (some centres undefined)	72.3%[activator]
COc1ccc(CC(=O)N2C[C@@H](CO)[C@H](c3ccccn3)C2)cc1	47.6%[activator]
O=C(c1cc(F)ccc1F)N1CCCC(c2nn[nH]n2)C1 (centres undefined)	16.2%
CCc1noc(-c2cn(C3CCN(C(=O)c4ccc(Cl)cc4)CC3)nn2)n1	31.7%
COCCN1C(=O)CCc2cc(NC(=O)c3ccccc3C)ccc21	29.6%
CC(C)CNc1cccc2c1S(=O)(=O)N[C@@H](Cc1ccccc1)CO2	?
CCOc1ccccc1C(=O)N1CC2CC(C1)[C@H]1CCCC(=O)N1C2 (some centres undefined)	33.2%
O=C(c1ccccc1Cl)N1CCN(c2cc(-c3ccc(Cl)cc3)[nH]n2)CC1	24.4%
O=C(CCC1CCN(c2cc(NC3CC3)ncn2)CC1)NCc1ccc(F)cc1F	6.7%
CC[C@H](C)[C@H](N)C(=O)N1CCC(Cn2cc(C3CCCC3)nn2)CC1	?
Cc1ccc(CN2C(=O)COC[C@H]2C(=O)Nc2cc(F)cc(F)c2)cc1	-12.5%
O=C(Nc1ccccc1)O[C@@H]1CO[C@H]2[C@@H]1OC[C@@H]2NCc1ccccc1	-3.9%[176 µM]
Cc1ccc(CCNC(=O)C2CCN(C(=O)c3nnn4c3COC(c3ccc(C)cc3)C4)CC2)cc1 (centres undefined)	34.8%
CC1(C(=O)N2CCOCC2)CN(Cc2ccccc2)Cc2ccc(Nc3ccccc3)nc21 (centres undefined)	?
O=c1n(-c2ccc(Cl)cc2)nc2n1CCN([S+](=O)([O-])c1cccc(C(F)(F)F)c1)C2	9.0%[6.33 µM]
O=C(NC1CCCCC1)C1CN(C(=O)c2ccc(Cl)s2)CC12CCOCC2 (centres undefined)	-12.3%
COc1cc(-c2onc(C)c2C(=O)NCC2CCCO2)cc(OC)c1OC (centres undefined)	18.0%
CCc1ccc(C(=O)N2CCC3(CC2)C(=O)N(CC(=O)N(C)C)CN3c2ccccc2)cc1	45.8%
Cc1ccc(CNC(=O)N2CCCOCCNC(=O)[C@@H]3CCC[C@@H]32)cc1	30.7%
COc1cc(=O)n2c(c1C(=O)Nc1cc(F)cc(F)c1)CCCC2	2.8%
O=S(=O)(c1ccccc1)N1CCCC2(CC(c3ccccc3)=NO2)C1 (centres undefined)	-0.1%[6.33 µM]

compound | ALOX12 inh
COc1ccc(-n2nc3n(c2=O)CCN([S+](=O)([O-])c2cccs2)C3)cc1 | 10.0%[6.33 µM]
O=C(Nc1ccccc1)Nc1ccc(=O)n2c1[C@@H]1C[C@@H](CN(S(=O)(=O)c3ccccc3)C1)C2 | ?
CCCCC(=O)N1CCC(OC2CCN(S(C)(=O)=O)CC2)CC1 | 2.7%
Cc1ccc(C(=O)N2CCC(n3cc(-c4nc(C(C)C)no4)nn3)C2)cc1C (centres undefined) | ?
COc1ccc(CN2C(=Nc3ccccc3)S[C@H]3[C@@H]2[C@@H](O)[C@H](O)C[C@@H]3C(N)=O)cc1 | 7.6%[176 µM]
CNC(=O)[C@@H](Cc1ccccc1)N1CCC[C@H]1C(=O)NCc1ccccn1 | 14.4%[176 µM]
COc1ccc(-c2cc(-c3ccc(F)cc3OC)cn3cncc23)cc1 | ?
OCC1(Cc2cccc(Cl)c2)CCCN(Cc2nc(-c3ccc(F)cc3)cs2)C1 (centres undefined) | ?
Cn1c(Cn2cccn2)nnc1C1CCCN(C(=O)c2ccc(=O)[nH]c2)C1 (centres undefined) | ?
COc1cc(NC(=O)N[C@H]2CO[C@H]3[C@@H]2OC[C@H]3OC(=O)Nc2cccc(C(C)=O)c2)cc(OC)c1 | -10.7%

compound | ALOX12 inh
O=C(Cc1ccc(F)cc1)NC1CCN(c2cc(-c3ccccc3)[nH]n2)CC1 | 70.9%[activator]
COc1ccccc1CC(=O)N1CCCc2ncc(C(=O)N3CCCC[C@@H]3Cc3ccccc3)cc21 | -10.2%
Cc1ccc(NC(=O)O[C@@H]2CC[C@]3(C)C(CC[C@@H](O)[C@H]3CC(=O)N3CCC[C@H]3CO)[C@]2(C)CO)cc1 (some centres undefined) | 5.9%
O=C(Nc1ccccc1)c1cc2n(n1)CC(c1ccc(Br)cc1)OC2 (centres undefined) | 7.1%
COC1CCC(C(=O)N2CC(CNc3ccccc3)C3(C2)CN(c2ccccc2)C3)CC1 (centres undefined) | 18.0%[176 µM]
Cc1cnn(CCC(=O)N2CC(F)(F)C[C@H]2c2nc(C)no2)c1 | 7.1%
Cc1ccc2nc3n(c2c1)[C@@H](CNC(=O)c1ccncc1)COC3 | 65.1%[activator][176 µM]
Cc1cnc(C(=O)N[C@@H]2CCC[C@@H]2C(=O)Nc2ccc3c(c2)OCCO3)cn1 | 11.1%
COC(=O)c1ccc2c(c1)nc1n2[C@@H](CNC2CCOCC2)COC1 | -11.7%[176 µM]
O=C(c1ccc(Cl)nc1)N1CCC(c2nn(-c3ccccc3)c(=O)[nH]2)CC1 | 32.4%

Arranged by length of the SMILES (smallest number first): some entries from above
compound | ALOX12 inh
O=C(Nc1ccccc1)c1cc2n(n1)CC(c1ccc(Br)cc1)OC2 (centres undefined) | 7.1%
Cc1cnn(CCC(=O)N2CC(F)(F)C[C@H]2c2nc(C)no2)c1 | 7.1%
O=C(c1ccc(Cl)nc1)N1CCC(c2nn(-c3ccccc3)c(=O)[nH]2)CC1 | 32.4%
Cc1ccc(NC(=O)O[C@@H]2CC[C@]3(C)C(CC[C@@H](O)[C@H]3CC(=O)N3CCC[C@H]3CO)[C@]2(C)CO)cc1 (some centres undefined) | 5.9%

(further entries)
compound | ALOX12 inh
CCc1nnc([C@@H]2CC(F)(F)CN2C(=O)CCn2nc(C)cc2C)o1 | 36.2%[activator]
COc1cc(F)ccc1-c1nccc2c(=O)cc(-c3cnn(C)c3)oc12 | ?
Cc1noc(C2CCCCCN2C(=O)CC2CCCC2)n1 (centres undefined) | 15.8%
Cc1ccc(-n2c(C3CCN(C(=O)Cc4ccccc4Cl)CC3)n[nH]c2=O)cc1 | ?
Cc1ccc(-n2c(=O)c3c(cc(C)n3C)n(CC(=O)Nc3ccccc3F)c2=O)cc1 | -1.7%
COCCCNC(=O)c1ccnc(-c2nnc3ccc(N(C)C)nn23)c1 | ?
COCCC(=O)N1CC(Oc2ccc(-c3noc(-c4ccccc4)n3)cc2)C1 | -16.7%
CC(C)CC(=O)N[C@H](C)c1onc(-c2ccc(Cl)cc2)c1C(=O)O | -25.7%[176 µM]
CN(C)C(=O)N1CCC2(CC1)CC(=O)N(c1ccccc1)c1ccccc1O2 | 46.5%[activator]
O=C([C@@H]1C[C@H](Oc2cccnc2)CN1S(=O)(=O)Cc1ccccc1F)N1CCCC1 | 13.9%
CC(C)Oc1ccc(CN2C(=O)C3(CCOCC3)CC2c2nnnn2C(C)(C)C)cc1 (centres undefined) | 33.8%[activator]
CCCC(=O)N1CCC2(CC1)SCC(=O)N2c1ccc(F)cc1 | 41.1%

Bioassay records (PubChem)
